Screens: PubChem BioAssay, Broad Institute
TcdB GH inh – inhibitors of Clostridioides difficile toxin B glycohydrolase. TcdB glycohydrolase enzymatic assay, plate reader. inhibition, % at 9.99 µM. actives 0.24% (n = 350,000). AID 652162; in the data active = inhibition above about 10%
* marks the source's active call; other numbers are inactive results. Not all compounds are listed (hit frequency here may not be typical).

SMILES	TcdB GH inh
Cc1noc(C)c1NC(=O)N(C)C[C@H]1Oc2ccc(NC(=O)CCC(F)(F)F)cc2C(=O)N([C@H](C)CO)C[C@H]1C	0.7
O=C(C[C@H]1C=C[C@@H](NC(=O)c2ccccc2)[C@@H](CO)O1)NCc1ccc(Oc2ccccc2)cc1	0.3
CO[C@H]1CN(C)C(=O)c2cc(NC(=O)c3cnccn3)ccc2OC[C@@H](C)N(C(=O)C2CC2)C[C@H]1C	0.8
C[C@@H]1CN([C@H](C)CO)S(=O)(=O)c2ccc(-c3ccc(C(=O)N(C)C)cc3)cc2O[C@H]1CN(C)C(=O)C1CCCCC1	-1.0
CN(C)CCCNC(=O)C[C@H]1C=C[C@@H](NS(=O)(=O)c2ccc(F)cc2)[C@@H](CO)O1	-0.8
CC(=O)N[C@H]1CC[C@@H](CCNC(=O)C2CCC2)O[C@@H]1CO	-0.3
C[C@@H]1CN([C@H](C)CO)C(=O)c2cc(NC(=O)Nc3ccc(C(F)(F)F)cc3)ccc2O[C@@H](C)CCCCO[C@@H]1CN(C)Cc1ccc(C(=O)O)cc1	-2.2
COc1ccc(NC(=O)Nc2ccc3c(c2)C(=O)N([C@@H](C)CO)C[C@@H](C)[C@@H](CN(C)CC2CCCCC2)OCCCC[C@H](C)O3)cc1	0.2
CN1[C@@H]2c3ccc(C4=CCCCC4)c(=O)n3C[C@@H]2[C@@H](CO)[C@@H]1C(=O)NCc1ccccc1	0.1
CO[C@@H]1CC[C@H]2CCN(C)C(=O)[C@H](C)CN(C)C(=O)c3cccc(C#N)c3OC[C@@H]1O2	0.8
C[C@@H]1CN([C@@H](C)CO)C(=O)c2cc(-c3ccccc3)cnc2O[C@@H]1CN(C)Cc1ccc(C(=O)O)cc1	0.5
O=C(NCC[C@@H]1CC[C@@H](NC(=O)C2CCCC2)[C@@H](CO)O1)c1cc(Cl)cc(Cl)c1	-0.3
COCC(=O)Nc1ccc2c(c1)OC[C@H](C)N(C)C[C@H](C)[C@@H](OC)CN(C)C2=O	1.5
COc1cccc(-c2ccc([C@H]3[C@@H](CO)N4CCCCN(C(=O)c5ccc6c(c5)OCO6)C[C@@H]34)cc2)c1	0.2
CC=Cc1ccc2n(c1=O)C[C@@H]1[C@@H](CO)[C@H](C(=O)NC3CCCC3)N(CC3CCCCC3)[C@H]21 (mixture of isomers)	2.1
CC(=O)N1CC(=O)N2[C@@H](CO)[C@@H](c3ccc(C#CC(C)C)cc3)[C@@H]2C1	0.1
COc1ccc(-c2ccc(C3[C@H]4CNC[C@@H]3N4Cc3nccs3)cc2)cc1 (some centres undefined)	2.1
CN(C)CCCNC(=O)[C@@H]1[C@@H](CO)[C@@H]2Cn3c(ccc(-c4ccccc4)c3=O)[C@@H]2N1C	0.1
CNC[C@H]1Oc2cc(C#CCOC)ccc2S(=O)(=O)N([C@@H](C)CO)C[C@@H]1C	-1.0
CCCNC(=O)[C@H]1[C@H](CO)[C@H]2Cn3c(ccc(-c4ccc(F)cc4)c3=O)[C@H]2N1CC	-1.7
CCCC#Cc1cnc2c(c1)C(=O)N([C@H](C)CO)C[C@@H](C)[C@H](CN(C)C(=O)Nc1ccccc1OC)O2	0.8
Cc1ccc(S(=O)(=O)N(C)C[C@H]2Oc3c(NC(=O)C4CCCCC4)cccc3C(=O)N([C@@H](C)CO)C[C@@H]2C)cc1	-6.7
C[C@H]1CN([C@@H](C)CO)C(=O)c2cccc(NC(=O)Nc3ccc4c(c3)OCO4)c2O[C@@H]1CN(C)C(=O)NC1CCCCC1	0.4
Cc1noc(C)c1NC(=O)Nc1ccc2c(c1)C(=O)N([C@@H](C)CO)C[C@@H](C)[C@@H](CN(C)S(=O)(=O)c1ccc(F)cc1)OCCCC[C@@H](C)O2	1.0
O=C(C[C@@H]1C[C@H]2c3cc(NS(=O)(=O)c4ccc(F)cc4)ccc3O[C@H]2[C@@H](CO)O1)N1CCOCC1	-2.1
C[C@H](CO)N1C[C@H](C)[C@@H](CN(C)C(=O)NC2CCCCC2)Oc2ccc(NC(=O)CCN3CCOCC3)cc2CC1=O	0.1
N#C[C@@H]1[C@H](c2ccc(C3=CCCC3)cc2)[C@@H](CO)N1c1nc(-c2ccccc2)cs1	-0.3
Cn1cnc(S(=O)(=O)N[C@H]2C=C[C@@H](CC(=O)NCC3CC3)O[C@@H]2CO)c1	1.1
COc1ccccc1CNC(=O)C[C@H]1C[C@@H]2c3cc(NC(=O)c4cccnc4)ccc3O[C@@H]2[C@@H](CO)O1	0.2
Cc1noc(C)c1S(=O)(=O)N(C)C[C@H]1Oc2ccc(NC(=O)CCC(F)(F)F)cc2CC(=O)N([C@H](C)CO)C[C@@H]1C	0.4
O=C(CCN1CCCCC1)NCC[C@H]1CC[C@@H](NS(=O)(=O)c2cccc(F)c2)[C@@H](CO)O1	-0.1
C[C@@H]1CN([C@@H](C)CO)C(=O)c2cccc(NS(=O)(=O)c3cccs3)c2O[C@@H]1CN(C)Cc1ccc(Oc2ccccc2)cc1	0.6
C[C@H](CO)N1C[C@H](C)[C@H](CN(C)C(=O)Nc2ccc3c(c2)OCO3)OCCCC[C@H](C)Oc2ccc(NC(=O)Nc3ccccc3)cc2C1=O	1.1
O=C(c1ccccn1)N1CC2(C1)[C@H](c1ccccc1)[C@@H](CO)N2C(=O)C1CC1	1.0
C/C=C/c1ccc([C@H]2[C@@H](CO)N(C(C)=O)[C@H]2CNC(=O)c2ccccc2)cc1	1.5
Cc1noc(C)c1S(=O)(=O)N(C)C[C@@H]1Oc2ccc(N(C)C)cc2CC(=O)N([C@H](C)CO)C[C@H]1C	-1.5
CC(C)NC(=O)N1[C@H](C#N)[C@H](c2ccc(C#CC3CCCCC3)cc2)[C@H]1CO	0.8
O=C(Cc1ccccn1)N[C@H]1CC[C@H](CC(=O)N2CCCCC2)O[C@@H]1CO	-1.9
COc1ccc(S(=O)(=O)Nc2ccc3c(c2)C(=O)N([C@@H](C)CO)C[C@@H](C)[C@H](CN(C)Cc2ccncc2)OCCCC[C@@H](C)O3)cc1	-1.0
CCCNC(=O)N1C[C@H](C)[C@H](OC)CN(C)C(=O)c2ccc(NC(=O)CC)cc2OC[C@H]1C	-0.3
CC(C)NC(=O)N(C)C[C@H]1OCCCC[C@@H](C)Oc2ccc(N(C)C)cc2C(=O)N([C@H](C)CO)C[C@H]1C	-6.3
C[C@H]1CN([C@@H](C)CO)C(=O)Cc2cc(NS(=O)(=O)c3ccc(Cl)cc3)ccc2O[C@@H]1CN(C)C	-1.3
C[C@@H]1CN([C@@H](C)CO)C(=O)c2cc(NS(=O)(=O)c3ccc(F)cc3)ccc2O[C@@H](C)CCCCO[C@@H]1CN(C)C(=O)Nc1ccc(C(F)(F)F)cc1	-1.7
C[C@H](CO)N1C[C@H](C)[C@H](CN(C)C(=O)C2CC2)Oc2cc(C#CC3CC3)ccc2S1(=O)=O	-0.2
C[C@H]1CN([C@@H](C)CO)C(=O)c2cccc(NS(=O)(=O)c3cccs3)c2O[C@@H]1CN(C)C(=O)Nc1ccc2c(c1)OCO2	0.5
O=C(C[C@H]1C=C[C@@H](NC(=O)CC2CC2)[C@@H](CO)O1)NCc1ccc(-c2ccccc2)cc1	-0.4
C[C@@H]1CN([C@H](C)CO)C(=O)c2cccc(NS(=O)(=O)c3cccs3)c2O[C@@H]1CN(C)S(=O)(=O)c1cccs1	-0.4
Cc1ccc(S(=O)(=O)Nc2cccc3c2O[C@H](CN(C)S(=O)(=O)c2ccc(C)cc2)[C@H](C)CN([C@H](C)CO)C3=O)cc1	0.0
COc1cccc(C(=O)Nc2ccc3c(c2)OC[C@@H](C)N(CC2CC2)C[C@@H](C)[C@@H](OC)CN(C)C3=O)c1	-0.6
C[C@H](CO)N1C[C@H](C)[C@@H](CN(C)Cc2ccncc2)Oc2ccc(NC(=O)CCN3CCOCC3)cc2CC1=O	0.2
O=C(c1cccnc1)N1CC(=O)N2[C@H](C1)[C@H](c1ccc(-c3ccc(F)cc3)cc1)[C@@H]2CO	1.6
N#C[C@@H]1[C@@H](c2ccc(C#Cc3cccc(F)c3)cc2)[C@H](CO)N1C(=O)C1CCCC1	0.6
O=C(Nc1cccc(F)c1)N1CC(=O)N2[C@H](CO)[C@H](c3ccc(-c4ccccc4)cc3)[C@@H]2C1	0.1
CCN1[C@@H]2Cn3c(ccc(-c4ccncc4)c3=O)[C@H]1[C@@H](C(=O)NCCc1cn(C)cn1)[C@@H]2CO	-0.4
COc1ccc(NC(=O)N(C)C[C@H]2OCCCC[C@@H](C)Oc3ccc(NS(=O)(=O)c4ccc(Cl)cc4)cc3C(=O)N([C@H](C)CO)C[C@@H]2C)cc1	-4.4
C[C@H]1CN([C@@H](C)CO)C(=O)Cc2cc(NC(=O)CCN3CCOCC3)ccc2O[C@H]1CN(C)C(=O)Nc1ccc(F)cc1	-0.3
Cc1ccc(S(=O)(=O)N(C)C[C@H]2OCCCC[C@H](C)Oc3ccc(NC(=O)c4ccccc4)cc3C(=O)N([C@@H](C)CO)C[C@@H]2C)cc1	-1.3
COc1ccccc1-c1cnc2c(c1)C(=O)N([C@@H](C)CO)C[C@H](C)[C@@H](CN(C)C(=O)c1ccccc1)O2	0.6
CCCNC(=O)N1CC2(C1)[C@H](c1ccccc1)[C@H](CO)N2C(=O)C1CCCCC1	0.1
CO[C@@H]1CN(C)C(=O)c2cc(NC(=O)C3CC3)ccc2OC[C@H](C)N(Cc2ccccc2)C[C@H]1C	0.4

Compounds shown so far that contain two or more sulfur atoms, in the order listed:
SMILES	TcdB GH inh
C[C@@H]1CN([C@@H](C)CO)C(=O)c2cccc(NS(=O)(=O)c3cccs3)c2O[C@@H]1CN(C)Cc1ccc(Oc2ccccc2)cc1	0.6
C[C@H]1CN([C@@H](C)CO)C(=O)c2cccc(NS(=O)(=O)c3cccs3)c2O[C@@H]1CN(C)C(=O)Nc1ccc2c(c1)OCO2	0.5
C[C@@H]1CN([C@H](C)CO)C(=O)c2cccc(NS(=O)(=O)c3cccs3)c2O[C@@H]1CN(C)S(=O)(=O)c1cccs1	-0.4
Cc1ccc(S(=O)(=O)Nc2cccc3c2O[C@H](CN(C)S(=O)(=O)c2ccc(C)cc2)[C@H](C)CN([C@H](C)CO)C3=O)cc1	0.0

Three records picked at random from the list so far, as already listed:
SMILES	TcdB GH inh
COc1ccccc1-c1cnc2c(c1)C(=O)N([C@@H](C)CO)C[C@H](C)[C@@H](CN(C)C(=O)c1ccccc1)O2	0.6
C[C@H](CO)N1C[C@H](C)[C@@H](CN(C)Cc2ccncc2)Oc2ccc(NC(=O)CCN3CCOCC3)cc2CC1=O	0.2
COc1cccc(C(=O)Nc2ccc3c(c2)OC[C@@H](C)N(CC2CC2)C[C@@H](C)[C@@H](OC)CN(C)C3=O)c1	-0.6

Next part.
SMILES	TcdB GH inh
C[C@H](CO)N1C[C@H](C)[C@H](CN(C)Cc2ccncc2)Oc2ccc(NC(=O)c3ccncc3)cc2CC1=O	0.9
CC(C)NC(=O)Nc1ccc2c(c1)C(=O)N([C@H](C)CO)C[C@@H](C)[C@H](CN(C)Cc1ccc(-c3ccccc3)cc1)O2	-0.6
Cc1noc(C)c1NC(=O)Nc1ccc2c(c1)CC(=O)N([C@H](C)CO)C[C@H](C)[C@H](CN(C)C(=O)Nc1ccc3c(c1)OCO3)O2	-1.4
C[C@@H]1CN([C@H](C)CO)C(=O)c2cccc(NC(=O)Nc3ccc(F)cc3)c2O[C@H]1CN(C)S(=O)(=O)c1cccs1	-0.9
CCCNC(=O)N[C@@H]1C=C[C@@H](CC(=O)NC2CCCCC2)O[C@H]1CO	0.4
C[C@H](CO)N1C[C@H](C)[C@@H](CN(C)S(=O)(=O)c2ccc(F)cc2)Oc2c(cccc2N(C)C)C1=O	0.5
C[C@H](CO)N1C[C@H](C)[C@H](CN(C)Cc2cccc(C(=O)O)c2)Oc2ncc(-c3ccccc3F)cc2C1=O	-8.3
O=C(C[C@@H]1C[C@@H]2c3cc(NC(=O)CC4CC4)ccc3O[C@@H]2[C@@H](CO)O1)NCc1ccccn1	0.4
COc1ccccc1CNC(=O)C[C@H]1C[C@H]2c3cc(NC(=O)Nc4ccccc4F)ccc3O[C@H]2[C@@H](CO)O1	-0.9
COc1ccc(NC(=O)Nc2cccc3c2O[C@@H](CN(C)S(=O)(=O)c2ccccc2)[C@@H](C)CN([C@H](C)CO)C3=O)cc1	1.6
C[C@@H]1CCCCO[C@H](CN(C)S(=O)(=O)c2cccs2)[C@@H](C)CN([C@@H](C)CO)C(=O)c2cc(NS(C)(=O)=O)ccc2O1	-0.7
COCCOC(=O)N1C(=O)[C@@]2(c3cc(C#CCCO)ccc31)[C@H](C(N)=O)[C@H]1C(=O)O[C@H](c3ccccc3)[C@H](c3ccccc3)N1[C@@H]2c1ccccc1OCCO	-0.5
CCC(=O)N1[C@H](CO)[C@@H](c2ccccc2)[C@@H]1CN(C(C)C)S(C)(=O)=O	-0.9
COc1ccccc1S(=O)(=O)N[C@H]1C=C[C@@H](CC(=O)NCc2cc(F)cc(F)c2)O[C@@H]1CO	1.0
COc1ccc(-c2ccc3c(c2)[C@@H]2[C@@H](CCN2C(=O)c2ccncc2)[C@H](CO)N3C)cc1	9.4
COc1ccc(C#Cc2ccc([C@@H]3[C@@H](CO)N4CCCCN(C(=O)c5ccncc5)C[C@H]34)cc2)cc1	0.6
CC(=O)N1CCCCN2[C@@H](CO)[C@H](c3ccc(-c4ccccc4)cc3)[C@@H]2C1	-1.2
O=C(Nc1cccc(Cl)c1)N1C[C@@H]2[C@H](c3ccccc31)[C@@H](CO)N2C(=O)c1cccnc1	-0.8
CCCC#Cc1ccc2c(c1)O[C@H](CN(C)CC1CC1)[C@H](C)CN([C@H](C)CO)S2(=O)=O	0.2
O=C(C[C@@H]1CC[C@H]2[C@@H](COC[C@@H](O)CN2Cc2cccc(Cl)c2)O1)N1CCCCC1	0.4
COc1ccc(NC(=O)Nc2ccc3c(c2)C(=O)N([C@H](C)CO)C[C@H](C)[C@@H](CN(C)C(=O)Nc2cccc4ccccc24)O3)cc1	0.0
